VLA-4 inh = inhibition in a human VLA-4 binding assay. VLA-4 expressing cells, ligand binding flow cytometry. inhibition, % (about 7 µM as worked out from the volumes in the protocol). hit rate 0.2% among 330,000. AID 2557; in the data active = inhibition above about 50%
Target sequence (P13612 whole entry, looked up): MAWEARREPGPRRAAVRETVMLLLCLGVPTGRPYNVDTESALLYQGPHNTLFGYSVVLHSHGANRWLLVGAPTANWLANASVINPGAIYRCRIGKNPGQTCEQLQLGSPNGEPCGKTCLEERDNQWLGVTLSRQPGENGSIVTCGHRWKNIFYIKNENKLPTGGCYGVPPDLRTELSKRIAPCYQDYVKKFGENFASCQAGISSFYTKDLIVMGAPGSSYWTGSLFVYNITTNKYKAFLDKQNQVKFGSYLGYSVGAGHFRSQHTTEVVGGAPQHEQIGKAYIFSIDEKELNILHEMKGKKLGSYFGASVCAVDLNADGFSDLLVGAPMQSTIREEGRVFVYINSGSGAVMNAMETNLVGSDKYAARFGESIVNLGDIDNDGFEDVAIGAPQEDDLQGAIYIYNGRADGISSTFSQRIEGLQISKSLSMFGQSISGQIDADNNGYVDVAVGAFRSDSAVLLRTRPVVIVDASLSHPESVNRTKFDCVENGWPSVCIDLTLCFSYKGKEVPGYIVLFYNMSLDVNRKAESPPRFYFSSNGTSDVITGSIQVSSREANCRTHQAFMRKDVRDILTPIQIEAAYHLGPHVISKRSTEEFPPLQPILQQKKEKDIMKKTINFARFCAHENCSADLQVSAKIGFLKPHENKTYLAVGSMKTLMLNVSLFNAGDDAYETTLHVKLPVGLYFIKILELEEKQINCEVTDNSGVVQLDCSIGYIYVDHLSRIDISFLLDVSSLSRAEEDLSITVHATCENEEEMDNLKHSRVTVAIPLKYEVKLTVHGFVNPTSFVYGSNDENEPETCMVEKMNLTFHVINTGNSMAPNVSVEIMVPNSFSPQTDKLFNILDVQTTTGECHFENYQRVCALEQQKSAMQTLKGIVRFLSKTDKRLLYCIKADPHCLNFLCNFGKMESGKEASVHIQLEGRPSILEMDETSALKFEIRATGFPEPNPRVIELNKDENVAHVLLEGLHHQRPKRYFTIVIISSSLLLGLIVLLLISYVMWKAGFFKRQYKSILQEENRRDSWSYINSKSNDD
GLD-1 RNA inh = GLD-1-TGE RNA interaction inhibition (C. elegans); inhibition, % at 5.96 µM; hit rate 0.44% among 320,000; purified GLD-1 + fluorescein TGE RNA, fluorescence polarization;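 active = percent inhibition above a per-plate cutoff, the plate mean of test compounds plus 3 SD, cut at about 30% in these data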;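 also: 0% = DMSO wells with GLD-1 and probe and 100% = wells lacking GLD-1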
GRK2 aptamer HTS = blocks RNA aptamer binding to human GRK2. P25098. bead flow cytometry, FAM-aptamer displacement from GRK2. inhibition of aptamer binding, % at 10 µM. hit rate 0.59% among 330,000. AID 488847;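 active = inhibition of aptamer binding above 40%, roughly 3 SD of noise, on plates passing a quality check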;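 also: median bead fluorescence of bound FAM aptamer so fluorescent compounds give negative values; no value below 0 was filed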
MCL1-BIM inh = MCL1-BIM-BH3 interaction inhibition (human); inhibition, % at 10.9 µM; hit rate 0.68% among 320,000; GST-MCL1 / FITC-Bim-BH3 fluorescence polarization; Q07820;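 active = inhibition above the mean inhibition of all tested compounds plus 3 SD, set per campaign, cut at about 40% in these data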;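 also: 0% = DMSO wells and 100% = unlabeled Bim-BH3 peptide control; higher means more loss of mP so more displacement of Bim peptide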
MEX-5 binding = C. elegans MEX-5 TCR-2 RNA binding activity; Q9XUB2; MEX-5/FITC-TCR2 RNA binding, fluorescence polarization; hits give low values; activity score (negative = inhibition of binding), % at 10 µM; hit rate 0.38% among 300,000;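 active = inhibition past about -25% in most replicates, and total fluorescence under double the plate's negative control median, limit read from the data; inconclusive = replicates evenly split on the limit, or fluorescence at least double controls; inactive = too little inhibition in most replicates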;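 also: 0% = DMSO and -100% = 5 µM competing unlabeled TCR2 RNA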
Yeast superoxide = caloric restriction mimetics inhibiting age-related superoxide in yeast. S. cerevisiae aged cells, superoxide DHE fluorescence; hits give low values. hit rate 0.18% among 330,000. superoxide response (% of plate mean), % at 10 µM;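 active = superoxide response under a set limit, about three screen SD below normal, cut at about 65% in these data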;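 also: yeast aged for seven days with compound at 30 °C before DHE staining; 100% = average MFI of all compound-treated wells on the plate with controls excluded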
CIT2 TOR yeast = modulators of TOR pathway CIT2-GFP in S. cerevisiae; S. cerevisiae CIT2-GFP strain, flow cytometry, 3 h; 100 means same as DMSO wells; GFP response vs DMSO, % at 10 µM; hit rate 0.065% among 320,000; AID 2029;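 active = GFP response relative to DMSO above a set limit, near the screen mean plus 3 SD, cut at about 150% in these data; inconclusive = Fewer than 70 cells measured for a yeast strain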;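 also: ratio of well median GFP fluorescence to mean of DMSO wells on the plate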
BCLXL inh = blocks human Bcl-xL binding to Bim BH3 peptide; Q07817; GST-Bcl-xL / FITC-Bim BH3 peptide fluorescence polarization; inhibition, % at 10.9 µM; hit rate 0.7% among 320,000; AID 2129;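 active = inhibition above the mean of all tested compounds plus 3 SD, cutoff set per campaign, cut at about 30% in these data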;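 also: 0% = DMSO wells and 100% = unlabeled Bim-BH3 peptide competitor; inhibitors lower millipolarization by displacing the labeled peptide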
AGP1-GFP MLPCN = alters AGP1-GFP fluorescence in TOR pathway yeast screen; S. cerevisiae AGP1-GFP multiplex flow cytometry, 3 h; GFP as percent of DMSO wells; GFP response vs DMSO, % at 10 µM; hit rate 0.02% among 320,000; AID 2066;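 active = GFP response relative to DMSO above a set limit, near screen average plus 3 SD, cut at about 150% in these data; inconclusive = fewer than 70 cells counted for the yeast strain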;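 also: median GFP channel fluorescence of the gated AGP1 strain per well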
* hit, by the source's call; ? = inconclusive; . = not tested or not shown.

SMILES | VLA-4 inh | GLD-1 RNA inh | GRK2 aptamer HTS | MCL1-BIM inh | MEX-5 binding | Yeast superoxide | CIT2 TOR yeast | BCLXL inh | AGP1-GFP MLPCN
CCOc1ccc(N(CC(=O)NCCc2ccccc2)C(=O)c2csnn2)cc1 | 1 | 2 | 0 | 7 | -0.9 | 97 | 104 | 6 | 103
N#CC12C(N)=NC3(OCCO3)C1(C#N)C1=C(CCC1)NC2c1ccccc1 (centres undefined) | -5 | 63* | 0 | 64* | -8.1 | 118 | 99 | 35* | 100
CCSc1nnc2ccc(-c3ccco3)nn12 | 1 | 2 | 1 | -6 | -0.8 | 112 | 99 | 2 | 96
C[n+]1ccn(CC(=O)c2cccs2)c1 | 11 | -7 | 2 | 4 | 0.5 | 94 | 112 | 2 | 101
COC(=O)/C=C/c1cc(F)ccc1S(=O)(=O)NC(C)(C)C | -9 | 0 | 1 | 8 | -0.4 | 106 | 99 | 5 | 85
CCN(CC)CCNC(=S)Nc1ccc2nc(N3CCN(CC)CC3)cc(C)c2c1 | 5 | -2 | 9 | 15 | 0.4 | 90 | 97 | 8 | 105
COC(=O)Nc1nnc(-c2ccccc2OC)s1 | 9 | 1 | 2 | 8 | 2.2 | 97 | 89 | 10 | 96
Cc1ccc(-c2csc3nc(SCC(=O)N(C)C)n(Cc4ccccc4)c(=O)c23)cc1 | -13 | 6 | 8 | 5 | 1.6 | 106 | 107 | 2 | 115
CN(Cc1cc2ccccc2[nH]c1=O)S(C)(=O)=O | 9 | 6 | 3 | -6 | -3.4 | 93 | 103 | 1 | 104
CCN1CCN(S(=O)(=O)c2cc(C)c(OC)cc2C)CC1 | 4 | 3 | 0 | 3 | -1.2 | 87 | 96 | 4 | 98
CCOC(=O)C1(Cc2cccc(OC)c2)CCN(Cc2cccc3cnccc23)CC1 | 12 | 3 | 1 | 7 | -0.7 | 91 | 107 | 12 | 98
C=CCc1c(Cl)nc(C)nc1NCc1ccccc1 | 3 | -6 | 3 | 6 | -0.2 | 106 | 97 | 5 | 108
CC(/C=C/c1ccco1)=N/NC(=O)OC(C)(C)C | -6 | 5 | 6 | 7 | 1.0 | 87 | 101 | 12 | 103
CC(=O)c1cccc(OCC(O)CNCC2CCCCC2)c1 (centres undefined) | -7 | . | 0 | . | -1.8 | 96 | 106 | . | 88
N#Cc1ccc(C23CC4(C2)[C@H](CN(Cc2ccc(-c5ccccc5)cc2)[C@@H]4c2ccccc2)C3c2ccccc2)cc1 (some centres undefined) | -6 | -2 | 1 | 1 | 2.9 | 91 | 91 | 0 | 101
Cc1cccc(C(=O)OCC(=O)Nc2c(C)n(C)n(-c3ccccc3)c2=O)c1O | 29 | 6 | 0 | . | . | 93 | 94 | . | 106
Cc1ccc(F)cc1NC(=O)CSc1n[nH]c(N)n1 | -4 | 7 | 2 | . | . | 110 | 90 | . | 93
CCN1C(=O)[C@H]2[C@@H](c3ccc(-c4ccc(Cl)c(Cl)c4)c(OC)c3)N3CCCC[C@@]3(C(=O)OC)[C@H]2C1=O | 3 | 6 | 0 | . | . | 94 | 105 | . | 100
O=S(=O)(Nc1cccc(S(=O)(=O)N2CCCC2)c1)c1ccc(Cl)s1 | 22 | -1 | 0 | 8 | . | 92 | 106 | 1 | 105
COc1ccc(S(=O)(=O)Nc2ccccc2-c2nnn(CC(=O)Nc3ccccc3OC)n2)cc1 | 0 | 9 | 0 | 4 | 1.6 | 115 | 103 | 3 | 110
CCOCCCNC(=S)N1CCN(c2nc(-c3ccc(F)cc3)cs2)CC1 | -5 | 0 | 3 | 5 | 4.1 | 100 | 98 | 3 | 94
CC(C)c1ccc(-n2cccc2/C=C2/C(=N)N3C=CSC3=NC2=O)cc1 | -2 | -5 | 0 | -13 | 2.4 | 110 | 96 | 2 | 95
Cc1ccc(-c2noc(CN3CCN(C(c4ccccc4)c4ccccc4)CC3)n2)cc1 | -2 | 1 | 0 | -1 | 1.1 | 114 | . | 5 | 92
CC(=O)Nc1ccc(S(=O)(=O)NCC2CCC(C(=O)N3CCCCCC3)CC2)cc1 (centres undefined) | 0 | 3 | 0 | 7 | 2.9 | 100 | 105 | 3 | 98
CC(C)C(OC(=O)c1cccs1)C(=O)NCCc1ccccc1 (centres undefined) | 12 | -2 | 0 | 5 | -1.2 | 101 | 96 | 4 | 99

Continuation.
SMILES | VLA-4 inh | GLD-1 RNA inh | GRK2 aptamer HTS | MCL1-BIM inh | MEX-5 binding | Yeast superoxide | CIT2 TOR yeast | BCLXL inh | AGP1-GFP MLPCN
COc1cccc(NC(=O)NC2CC(=O)N(c3ccc4c(c3)OCCO4)C2)c1 (centres undefined) | -3 | -6 | 0 | 1 | 2.6 | 92 | 93 | 2 | 109
O/N=C1/CCc2cccc3cccc1c23 | 9 | 9 | 0 | 18 | -5.1 | 99 | 90 | 18 | 100
Cc1ccc(OCCSCc2nnc(NC(=O)Nc3cccc(Cl)c3)s2)cc1 | 14 | -2 | 0 | 6 | 1.4 | 105 | 105 | 6 | 101
CC1CCN(C(=O)COC(=O)c2cc(Cl)cc(Cl)c2N)CC1 | 10 | 3 | 0 | -6 | 2.6 | 76 | 97 | 4 | 101
C/C(=N\NS(=O)(=O)c1ccc(Cl)cc1)c1ccc(O)cc1 | 2 | -3 | 0 | 0 | -1.7 | 94 | 87 | 3 | 98
O=C(NNC(=O)c1ccc2[nH]c(=O)c(=O)[nH]c2c1)c1cccc(Br)c1 | -5 | -3 | 4 | 4 | 2.0 | 93 | 91 | 5 | 92
CCOc1ccc2nc(NC(=O)c3cnccn3)sc2c1 | 0 | 1 | 3 | -3 | 3.5 | 86 | 104 | 1 | 102
COc1ccc(CCNC(=O)c2ccc(NS(=O)(=O)c3ccc4[nH]c(=O)[nH]c4c3)cc2)cc1 | -2 | 1 | 2 | -4 | -1.4 | 107 | 101 | -2 | 102
Cc1cccc(-c2nc(CS(=O)CC(=O)N3CCCCC3)c(C)o2)c1 (centres undefined) | 6 | 8 | 0 | -1 | 1.1 | 105 | 96 | 4 | 102
COc1ccc(N2C(=O)CCC2(C(N)=O)c2ccccc2)cc1 (centres undefined) | -4 | -8 | 0 | -4 | 1.1 | 93 | 98 | -3 | 103
CCN(CC)c1cccc(OC2=NS(=O)(=O)c3ccccc32)c1 | -17 | -1 | 2 | 7 | 0.8 | 93 | 102 | 9 | 99
O=C(NCc1cccs1)C1CC(c2ccc(F)cc2)=NO1 (centres undefined) | 2 | -6 | 3 | -1 | 3.6 | 79 | 104 | 2 | 99
Cc1ccc(CCNC(=O)CCS(=O)(=O)c2ccc3nc(C)sc3c2)cc1 | 24 | 9 | 0 | 1 | -1.4 | 105 | 94 | -1 | 102
COc1ccc(NC(=O)CCCN2C(=O)CCC2=O)cc1Cl | 18 | 0 | 0 | 9 | 0.8 | 96 | 102 | 1 | 98
Cc1sc(NC(=O)COc2cccc(-n3cnnn3)c2)c(C#N)c1C | 5 | 11 | 0 | -3 | -0.8 | 110 | 96 | 2 | 103
O=C(c1ccc(F)cc1)N1CCCC(c2ccccc2)C1 (centres undefined) | -8 | 0 | 3 | 17 | 0.7 | 90 | 89 | 3 | 94
COc1ccc(OC)c(N(C(=O)c2snc(C(N)=O)c2N)C(C(=O)NCc2ccccc2)c2ccc(O)cc2)c1 (centres undefined) | 6 | 7 | 9 | 3 | 0.7 | 81 | 103 | 2 | 101
CCc1nc(SCC(=O)Nc2ccccc2OC)c2c(C)c(C)sc2n1 | 15 | 3 | 3 | 2 | -0.1 | 114 | 92 | 1 | 90
COC(=O)c1cc(S(=O)(=O)C(C)C)c(S(C)=O)s1 (centres undefined) | 0 | -8 | 1 | -9 | -3.7 | 94 | ? | -8 | ?
O=C1c2ccccc2S(=O)(=O)c2cc(C(=O)N3CCN(c4ncccn4)CC3)ccc21 | 12 | 0 | 1 | 6 | 0.4 | 95 | 99 | 10 | 90
COCC(C)NC(=O)c1oc2c(c1C)C1(CCC2)SCCS1 (centres undefined) | -10 | 4 | 0 | 7 | -0.7 | 95 | 83 | 7 | 89
CC(C)Sc1ccc(C(=O)Nc2ccc(F)cc2F)cn1 | -9 | -3 | 1 | 3 | 0.3 | 96 | 90 | 8 | 94
Cc1cc(N2CCOCC2)c2c(N)c(Br)cc(C)c2n1 | -1 | 1 | 2 | 6 | -1.4 | 106 | 102 | 3 | 104
Cn1c(=O)cc(C(=O)N/N=C/c2ccc(F)cc2)[nH]c1=O | 1 | -1 | 0 | 1 | -8.6 | 107 | 100 | 5 | 105
Cc1cccc(OCc2cc(-c3ccccc3)no2)c1C | 9 | 11 | 0 | 6 | 1.6 | 96 | 107 | 1 | 100

Additional records follow.
SMILES | VLA-4 inh | GLD-1 RNA inh | GRK2 aptamer HTS | MCL1-BIM inh | MEX-5 binding | Yeast superoxide | CIT2 TOR yeast | BCLXL inh | AGP1-GFP MLPCN
CCOC(=O)CC1(C)NC(=O)c2c(C)sc(C(=O)OCC)c2N1 (centres undefined) | 13 | -4 | 6 | -1 | -0.1 | 94 | 106 | 3 | 104
CCc1ccc(S(=O)(=O)NCc2cn3cccc(C)c3n2)s1 | 8 | 2 | 0 | 6 | 1.4 | 98 | 105 | 9 | .
COC(=O)c1ccc(NC(=O)COc2cccc3c2OC(C)(C)C3)cc1 | -62 | 11 | 0 | -2 | 3.4 | 113 | 89 | -1 | 88
O=C(Cc1ccccc1[N+](=O)[O-])N1CCN(c2ccccc2F)CC1 | -17 | 0 | 1 | 8 | 1.3 | 98 | . | 5 | .
CCC(=O)N1CCc2cc(S(=O)(=O)NCCc3ccc(S(N)(=O)=O)cc3)ccc21 | 28 | 6 | 0 | -2 | 2.8 | 89 | 107 | 0 | 102
O=C(CSc1nnc(-c2ccco2)o1)NCC(=O)c1ccccc1 | 5 | 11 | 2 | 0 | -2.7 | 94 | 98 | 5 | 91
O=[N+]([O-])c1ccc(Oc2ccc(S(=O)(=O)N3CCCCC3)cc2)cc1 | -12 | -7 | 0 | -10 | -2.7 | 111 | 107 | 2 | 97
CCOC(=O)C1=C(c2ccccc2)OC(N)=C(C#N)C1c1cccnc1 (centres undefined) | 15 | -6 | 1 | 8 | 0.8 | 99 | 98 | 8 | 100
Cc1ccc(S(=O)(=O)Nc2cc3c4c(c2)CC(=O)N4CCC3)cc1 | -18 | -2 | 0 | 3 | 2.6 | 104 | 98 | 3 | 96
O=C(CN(C(=O)CCC(=O)Nc1nccs1)c1ccc2c(c1)OCO2)NCc1ccc(F)cc1 | 7 | -1 | 3 | -5 | 2.1 | 94 | 100 | -3 | 108
CSCCC(NC(=O)c1ccc(Cl)cc1Cl)C(=O)NCc1ccncc1 (centres undefined) | 26 | -5 | 0 | -6 | 0.0 | 94 | 108 | 5 | 108
O=C1C=CN(Cc2ccccc2)CC1 | . | 0 | . | -11 | 1.1 | . | . | -6 | .
N#Cc1nc(-c2ccc(OCc3ccc(Cl)cc3)cc2)oc1NCCCn1ccnc1 | -9 | -5 | 2 | 9 | -0.4 | 102 | 99 | 8 | 102
Cc1ccc(-c2oc3ccccc3c(=O)c2O)cc1 | 27 | 10 | 0 | 1 | 2.5 | 87 | 101 | -3 | 107
CSc1nc2sc3c(c2c(=O)[nH]1)CC(C)(C)OC3 | 1 | 0 | 0 | -18 | 1.3 | 108 | 102 | 0 | 97
